High-throughput results from PubChem.
TRPC6 inhibitor = mouse TRPC6 channel inhibitors, primary screen, cell-based, HEK293, membrane potential dye; B-score at 10 µM; Short transient receptor potential channel 6 (Mus musculus), Q61143; ACh-evoked depolarization; active compounds read low; AID 2553, 2010; 1.1% of 310,000 active;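 active means B-score under library mean minus 3 SD, initial fluorescence not abnormally high, positive integrated signal ratio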;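 further: B-score derived from integrated fluorescence ratio over the kinetic read; more negative B-score means stronger inhibition of depolarization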
HIF act = HIF pathway transcriptional activators, primary screen, cell-based, U2OS HRE-luciferase, luminescence; 0.32% of 300,000 active; U2OS HRE-luciferase reporter; normalized: DMSO 0%, desferrioxamine 100%; activation, % at 7.5 µM (by protocol);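 active means mean activation of at least 10% of the iron chelator positive control signal, with at least half of replicates also reaching 10%; inconclusive means mean and replicate majority disagree about reaching 10%; inactive means mean and most replicates under 10%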
Platelet DG rel = inhibitors of platelet dense granule secretion, primary screen, cell-based, MLPCN, human platelets. inhibition, %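 (compounds screened at 7.5 µM in platelet-rich plasma)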. 0.22% of 300,000 active. human platelet-rich plasma, SFLLRN dense granule ATP release, luminescence;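 active means mean replicate score, as percent of positive control, at or above 50; inconclusive means mean below 50 but at least one replicate at or above 50; inactive means mean and every replicate below 50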
TRPC6 act = mouse TRPC6 channel activators, primary screen, cell-based, HEK293, membrane potential dye; 0.13% of 310,000 active; B-score at 10 µM; HEK293-TRPC6 membrane potential dye fluorescence; active compounds read high; Short transient receptor potential channel 6 (Mus musculus), Q61143;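 active means B-score of the integrated fluorescence ratio above library mean plus 3 SD, and starting fluorescence ratio within library mean plus 5 SD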;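 further: higher score means more depolarization so channel activation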
SKKanGAS inh = S. pyogenes SKKanGAS growth inhibitors in kanamycin, primary screen, streptokinase expression inhibitor project, SKKanGAS strain, BacTiter-Glo luminescence. 6 h. inhibition, % at 7.5 µM. 1.3% of 300,000 active;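 active means mean replicate score, as percent of positive control median, at least 50; inconclusive means mean below 50 but one replicate at or above 50; inactive means mean and every replicate below 50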;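 further: strain carries kanamycin resistance gene driven by streptokinase promoter and grows in 40 µg/ml kanamycin; loss of luminescence reflects streptokinase promoter inhibition or plain growth inhibition; 0% = median of DMSO wells and 100% = positive control at its reference dose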
MrgX1 allo act = positive allosteric modulators of MrgX1, primary screen, HEK293 cells, Fluo-4 calcium flux; FDSS; active compounds read high; 0.63% of 310,000 active; B-score at 10 µM; AID 588675, 2011; Mas-related G-protein coupled receptor member X1 (Homo sapiens), Q96LB2;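 active means plate-corrected calcium response at least 3 library SD above typical, normal starting fluorescence, not activating the receptor alone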;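 further: compound read alongside a low EC10 to EC30 dose of BAM8-22 agonist; peak minus trough fluorescence over baseline measured at the second addition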
MrgX1 antag = antagonists of human MrgX1 receptor, primary screen, HEK293 cells, Fluo-4 calcium flux; BAM8-22 antagonism; active compounds read low; B-score at 10 µM; Mas-related G-protein coupled receptor member X1 (Homo sapiens), Q96LB2; 1.3% of 310,000 active;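 active means calcium-response B-score plate-corrected more than 3 library SD below zero, starting fluorescence within 5 deviations, no agonist response on first addition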;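 further: peak minus trough fluorescence over baseline after final BAM8-22 challenge near maximal dose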
RGS4 inh = RGS4 inhibitors, primary screen, cell-based, HEK293 M3R inducible RGS4, calcium flux; Regulator of G-protein signaling 4 (Homo sapiens), P49798; Fluo-4 calcium flux; active compounds read high; triggered by carbachol at its EC20; B-score at 10 µM; 0.45% of 310,000 active; AID 463165, 2010;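 active means B-score, a plate-corrected calcium signal, over three deviations above library mean, with baseline fluorescence within five deviations of library mean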;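 further: RGS4 expression induced by doxycycline in cells with stable M3 receptor; B-score is computed from the integrated fluorescence ratio over baseline after carbachol; higher B-score means a larger calcium signal and so more RGS4 inhibition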
TRPC4 block = inhibitors of mouse TRPC4 channel, primary screen, Fluo4 calcium, HEK293 TRPC4beta/mu-opioid cells; Short transient receptor potential channel 4 (Mus musculus), Q9QUQ5; DAMGO-evoked Fluo4 calcium flux; active compounds read low; B-score at 10 µM; 0.39% of 300,000 active; AID 2247, 2010;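 active means B-score over 3 SD under the library average, no early fluorescence shift, positive overall ratio signal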
Target sequence (Q9QUQ5 whole entry, looked up): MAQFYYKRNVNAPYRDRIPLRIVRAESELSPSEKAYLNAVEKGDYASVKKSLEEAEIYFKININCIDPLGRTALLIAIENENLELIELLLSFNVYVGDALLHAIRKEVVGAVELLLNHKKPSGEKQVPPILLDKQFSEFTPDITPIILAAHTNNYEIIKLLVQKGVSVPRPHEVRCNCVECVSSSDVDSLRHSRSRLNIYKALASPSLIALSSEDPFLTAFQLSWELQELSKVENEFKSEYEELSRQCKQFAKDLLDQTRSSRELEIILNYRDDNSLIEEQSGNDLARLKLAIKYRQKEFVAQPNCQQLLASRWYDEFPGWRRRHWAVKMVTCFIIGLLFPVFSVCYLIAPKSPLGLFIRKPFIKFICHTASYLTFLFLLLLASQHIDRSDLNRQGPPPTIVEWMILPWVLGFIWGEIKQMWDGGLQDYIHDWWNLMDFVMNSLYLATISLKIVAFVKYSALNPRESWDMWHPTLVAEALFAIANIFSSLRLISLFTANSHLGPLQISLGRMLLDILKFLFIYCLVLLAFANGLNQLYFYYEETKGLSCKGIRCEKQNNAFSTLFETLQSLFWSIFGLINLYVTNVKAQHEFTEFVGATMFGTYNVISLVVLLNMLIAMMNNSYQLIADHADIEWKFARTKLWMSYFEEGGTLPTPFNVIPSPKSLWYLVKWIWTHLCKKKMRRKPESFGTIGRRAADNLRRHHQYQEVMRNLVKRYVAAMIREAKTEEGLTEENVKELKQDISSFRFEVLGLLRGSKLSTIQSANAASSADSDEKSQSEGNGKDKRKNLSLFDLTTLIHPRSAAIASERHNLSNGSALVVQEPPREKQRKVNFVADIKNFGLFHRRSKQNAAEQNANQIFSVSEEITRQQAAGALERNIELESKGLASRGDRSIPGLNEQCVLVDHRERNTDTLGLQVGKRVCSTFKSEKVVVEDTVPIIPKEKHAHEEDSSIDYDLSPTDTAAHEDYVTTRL
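Material: HEK293 cells with stable TRPC4beta plus mu-opioid receptor expression / Probe or stimulus: DAMGO in two steps, submaximal then maximal / Compound: single concentration per test compound / Technique: kinetic Fluo4 fluorescence imaging of calcium influx / Read-out: per-well B score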
RGS4 act = RGS4 potentiators or activators, primary screen, cell-based, HEK293 M3R inducible RGS4, calcium flux; carbachol calcium flux Fluo4; active compounds read low; 0.92% of 310,000 active; B-score at 10 µM; AID 463111, 2010;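 active means B-score of the integrated calcium signal more than 4 SD below the library mean, with starting fluorescence not abnormally high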;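 further: negative B-score means reduced calcium response which marks RGS4 activation or potentiation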
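Also added: carbachol at ECmax as muscarinic agonist stimulus; Assay system: HEK293 cells with stable M3R and inducible RGS4; Timing: overnight RGS4 induction, 30 min dye load 37 °C, 20 min compound RT; Measured by: Fluo4-AM (2 µM) calcium-flux fluorescence, kinetic read.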
MrgX1 ag = agonists of human MrgX1 receptor, primary screen, HEK293 cells, Fluo-4 calcium flux | 0.44% of 310,000 active | Fluo-4 calcium fluorescence, agonist mode; active compounds read high | AID 588627, 2011 | B-score at 10 µM;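 active means calcium response B-score plate-corrected fluorescence ratio at least 3 library SD, with starting fluorescence B-score inside 5 SD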
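Test system: HEK293 cells stably expressing human MrgX1 receptor; amount: 15,000 cells per well; doses: compound delivered in addition one of three; times: overnight plating before 1 h dye loading; detection: Fluo-4 NW calcium-flux fluorescence, kinetic read; read-out basis: B-scored fluorescence response ratio; controls: positive and negative controls per plate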
Starred values were filed as active, the others as inactive; i = inactive; ? = inconclusive.

SMILES	TRPC6 inhibitor	HIF act	Platelet DG rel	TRPC6 act	SKKanGAS inh	MrgX1 allo act	MrgX1 antag	RGS4 inh	TRPC4 block	RGS4 act	MrgX1 ag
O=C(CCCn1c(SCC(=O)Nc2ccccc2C(F)(F)F)nc2ccccc2c1=O)NCC1CCCO1 (centres undefined)	i	-0.3	0	i	7	i	i	i	i	i	i
Cc1ccc(NC(=O)CSCC(=O)Nc2ncc3c(n2)CC(c2ccco2)CC3=O)cc1 (centres undefined)	i	-0.5	-1	i	-8	i	i	i	i	i	i
COC(=O)c1c(C)[nH]c(C(=O)CN2CCOCC2)c1C	i	0.0	32	i	8	i	i	i	i	i	i
O=C(CSCc1ccc([N+](=O)[O-])cc1)N/N=C/c1ccncc1	i	0.3	2	i	-6	i	i	i	i	i	i
CCOC(=O)c1nc(NCc2ccccc2C)c2ccccc2n1	i	-0.1	-3	i	-15	i	i	i	i	i	i
Cc1[nH]c2ccccc2c1/C=N/NC(=O)c1ccccc1	i	1.4	4	i	-3	i	i	i	i	i	i
CCOC(=O)COc1nc(OC)nc(N2CCOCC2)n1	i	-0.8	9	i	1	i	i	i	i	i	i
CCOC(=O)CNC(=O)c1cn(CC)c(=O)c2cc(OC)c(OC)cc12	i	0.1	1	i	-7	i	i	i	i	i	i
COc1ccc(NC(=O)c2ccc(NC(=O)CCS(=O)(=O)c3cccs3)cc2)cc1	i	-0.7	-3	i	-1	i	i	i	i	i	i
CCc1nc(N2CCC3(CC2)OCCO3)c2nnn(Cc3ccccc3Cl)c2n1	i	0.1	4	i	18	i	i	i	i	i	i
Cc1nnc(SCC(=O)Nc2ccccc2N2CCOCC2)s1	i	-1.2	1	i	6	i	i	i	i	i	i
CC#CC[N+](C)(C)CCCCCC	i	0.3	-6	i	16	i	i	i	i	i	i
CCCCCCC(O)(CCN1CCCCC1)c1ccccc1 (centres undefined)	i	0.2	-1	i	4	i	i	i	i	i	i
N#Cc1c(N)nc(SCc2ccncc2)c(C#N)c1-c1cccs1	i	-0.7	6	i	-2	i	i	i	i	i	i
Cc1ccc(-c2nc3c(c(SCC(=O)N4CCOCC4)n2)Cc2c(CO)cnc(C)c2O3)cc1	i	-0.7	10	i	8	i	i	i	i	i	i
O=C(NCc1ccco1)C(c1cccnc1)N(C(=O)Cn1nnc2ccccc21)c1ccc(F)cc1 (centres undefined)	i	0.0	-4	i	-4	i	i	i	i	i	i
CN1CCN(c2ccc(Cl)cc2NC(=O)CC2OC(=O)c3ccccc32)CC1 (centres undefined)	i	0.6	-3	i	1	i	i	i	i	i	i
COc1ccc(N/N=C(\C#N)C(=O)NCCc2ccc(OC)c(OC)c2)cc1	i	0.0	2	i	-2	i	i	i	i	i	i
NS(=O)(=O)c1ccc(CCNc2ncnc3c2c(-c2ccccc2)cn3-c2ccc(F)cc2)cc1	i	-0.4	-7	i	36	i	i	i	i	i	i
O=C(COC(=O)c1cc(Br)ccc1Cl)NC1CCCC1	i	-0.4	6	i	2	8*	i	i	i	i	i
COCCN1Cc2cccc(C(=O)NCc3cccnc3)c2C1=O	i	0.0	10	i	-5	i	i	i	i	i	i
CCCCCCNC(=O)C(=O)NCCc1ccc(Cl)cc1	i	-0.5	-1	i	-5	i	i	i	i	i	i
O=C(CCN1C(=O)/C(=C/c2ccccc2Cl)SC1=S)NCCc1ccc(O)cc1	i	-0.3	-11	i	6	i	i	i	i	i	i
C=CCn1c(CNC(=O)c2cccs2)nnc1SCc1ccc(Cl)cc1Cl	i	-0.2	10	i	7	i	i	i	i	i	i
O=C1/C(=C/c2cccnc2)CCc2c1[nH]c1ccccc21	i	8.0	-11	i	14	i	i	i	i	i	i
Cc1cc(N2C(=O)C3C4C=CC(C4)C3C2=O)ccc1Br (centres undefined)	i	-1.3	4	i	7	i	i	i	i	i	i
Cc1ccccc1OCC(=O)OCC(=O)NCc1ccco1	i	-0.2	-1	i	19	i	i	i	i	i	i
C=CCOC(=O)C1=C[C@H](C(C)(C)C)[C@@H](CCCO)[C@H](OCC)O1	i	-1.4	-1	i	-7	i	i	i	i	i	i
CNC(=O)CS(=O)CC(=O)Nc1cc(OC(C)C)c(Cl)cc1Cl (centres undefined)	i	0.3	1	i	-2	i	i	i	i	i	i
CC(C)(O)C#Cc1ccc(C(=O)N2CCN(c3ccc([N+](=O)[O-])cc3)CC2)cc1	i	0.0	2	i	8	i	i	i	i	i	i
COc1ccc(CCNC(=O)c2c(C)cc(=O)oc2C)cc1OC	i	-0.5	-3	i	1	i	i	i	i	i	i
Nc1ccc2nc(-c3ccccc3)cnc2c1	i	2.4	20	i	5	i	i	i	i	i	i
COc1cc(C(=O)NCCCN(C)C)ccc1OCC(=O)Nc1cccc(C(F)(F)F)c1	i	-0.2	12	i	-5	i	i	i	i	i	i
CCOC(=O)Cn1cnc2scc(-c3ccc(C)cc3)c2c1=O	i	0.7	0	i	-6	i	i	i	i	i	i
Cc1ccc(CSCC(=O)N(C)CC(=O)Nc2ccccc2Cl)cc1	i	-42	-7	i	12	i	i	i	i	i	i
Cc1ccc(S(=O)(=O)N[C@H](C(=O)N2CCC(C(=O)N[C@H](C(=O)O)c3ccccc3)CC2)C(C)C)cc1	i	0.0	-2	i	2	i	i	i	i	i	i
CCOC(=O)c1c(-c2ccccc2)oc2cc(Br)c(O)cc12	i	1.2	3	i	13	i	i	i	i	i	i
COCCn1c(CCc2ccccc2)n[nH]c1=S	i	-0.4	-17	i	-5	i	i	i	i	i	i
CCN(C(=O)COC(=O)c1nc2nc(C)cc(C)n2n1)C1CCCCC1	i	0.2	0	i	1	i	i	i	i	i	i
CCOc1ccc2c(c1)C(c1ccc(C)cc1)=NNC(c1ccc(OC)cc1)=N2	i	0.5	0	i	-4	i	i	i	i	i	i

The final 2 compounds of the section before open the next one:
SMILES	TRPC6 inhibitor	HIF act	Platelet DG rel	TRPC6 act	SKKanGAS inh	MrgX1 allo act	MrgX1 antag	RGS4 inh	TRPC4 block	RGS4 act	MrgX1 ag
CCN(C(=O)COC(=O)c1nc2nc(C)cc(C)n2n1)C1CCCCC1	i	0.2	0	i	1	i	i	i	i	i	i
CCOc1ccc2c(c1)C(c1ccc(C)cc1)=NNC(c1ccc(OC)cc1)=N2	i	0.5	0	i	-4	i	i	i	i	i	i
COC(=O)c1ccc(C2/C(=C(/O)c3ccc4c(c3)CC(C)O4)C(=O)C(=O)N2Cc2ccncc2)cc1 (centres undefined)	i	-0.2	?	i	1	i	i	i	i	i	i
O=C(COc1ccc(C(=S)N2CCOCC2)cc1)Nc1ccccc1C(F)(F)F	i	-0.5	-6	i	17	i	i	i	i	i	i
COc1cccc(C(=O)/C=C/Nc2ccc(S(=O)(=O)Nc3cnc4ccccc4n3)cc2)c1	i	0.4	4	i	36	i	i	i	i	i	i
Cc1cc(=O)n2nc(N3CCC(C(=O)NCc4cccc(Cl)c4)CC3)sc2n1	i	-0.3	-1	i	14	i	i	i	i	i	i
C=CCN(c1ccc(C(=O)Nc2ccc(C)cc2)cc1)S(C)(=O)=O	i	0.0	-5	i	2	i	i	i	i	i	i
COc1ccc(NC(=O)CSCC(=O)Nc2cc(Cl)ccc2N2CCCC2)cc1	i	-16	-9	i	5	i	i	i	i	i	i
CC1(C)Cc2c(c(N3CCOCC3)nc3sc4c(N5CCOCC5)nnnc4c23)CS1	i	-0.1	-2	i	4	i	i	i	i	i	i
CCO[C@H]1OC(C(=O)N2CCCCCCC2)=C[C@@H](c2ccc(C(F)(F)F)cc2)[C@@H]1CCCO	i	0.8	1	i	6	i	i	i	i	i	i
Cc1nonc1OCCNc1ccc([N+](=O)[O-])cc1	i	-0.1	2	i	-9	i	i	i	i	i	i
Fc1ccc(Oc2ncccn2)c(F)c1	i	-0.3	0	i	4	i	i	i	i	i	i
Nc1nonc1-c1noc(COc2ccccc2Cl)n1	i	3.5	1	i	7	i	i	i	i	i	i
COC(=O)c1ccc(CO/N=C/c2ccccc2OC)cc1	i	-3.8	1	i	3	i	i	i	i	i	i
COc1ccc(OC)c(NC(=O)NNC(=O)COc2ccc([N+](=O)[O-])cc2)c1	i	0.1	-23	i	-4	i	i	i	i	i	i
O=C(COC(=O)Cc1ccc(Cl)c(Cl)c1)NCc1ccco1	i	-0.2	13	i	3	i	i	i	i	i	i
N#Cc1cc2c(=O)n3ccccc3nc2n(CCCn2ccnc2)c1=N	i	-0.2	-1	i	-1	i	i	i	i	i	i
Cc1ccc(CN2CCSCC2)cc1	i	-3.3	-1	i	-4	i	i	i	i	i	i
CCOc1ccc(-n2c(SCc3ccc(C#N)cc3)nnc2-c2cccnc2)cc1	i	0.7	7	i	2	i	i	i	i	i	i
Cn1cnnc1SCC(=O)Nc1ccc2nc(SCc3ccccc3Cl)sc2c1	i	1.5	-1	i	0	i	i	i	i	i	i
COC(=O)c1ccccc1-c1ccc(/C=N/NC(=O)c2cc3ccccc3o2)o1	i	0.0	-2	i	9	i	i	i	i	i	i
Cc1ccc(C)c(NC(=S)N2C3CCCC2CC(NC(=O)C2CC2)C3)c1 (centres undefined)	i	0.3	3	i	-5	i	i	i	i	i	i
CCOC(=O)C(C)c1n[nH]c(=O)c2ccccc12 (centres undefined)	i	-0.4	-7	i	-12	i	i	i	i	i	i
Cc1ccc2nc(CSc3nnc(Nc4ccccc4F)s3)cc(=O)n2c1	i	-3.1	23	i	2	i	i	i	i	i	i
